Compound activity as filed in PubChem.
ABCB1 block: blocks JC-1 efflux by human ABCB1 transporter | P08183 | CCRF-Adr cells, flow cytometry | inhibition, % at 6.6 µM | 190,000 tested, 0.067% active; in the data active means inhibition above about 40%;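 further: 0% = vehicle and 100% = reference inhibitor; higher value means more JC-1 retained so stronger ABCB1 efflux block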
Target sequence (P08183 whole entry, looked up): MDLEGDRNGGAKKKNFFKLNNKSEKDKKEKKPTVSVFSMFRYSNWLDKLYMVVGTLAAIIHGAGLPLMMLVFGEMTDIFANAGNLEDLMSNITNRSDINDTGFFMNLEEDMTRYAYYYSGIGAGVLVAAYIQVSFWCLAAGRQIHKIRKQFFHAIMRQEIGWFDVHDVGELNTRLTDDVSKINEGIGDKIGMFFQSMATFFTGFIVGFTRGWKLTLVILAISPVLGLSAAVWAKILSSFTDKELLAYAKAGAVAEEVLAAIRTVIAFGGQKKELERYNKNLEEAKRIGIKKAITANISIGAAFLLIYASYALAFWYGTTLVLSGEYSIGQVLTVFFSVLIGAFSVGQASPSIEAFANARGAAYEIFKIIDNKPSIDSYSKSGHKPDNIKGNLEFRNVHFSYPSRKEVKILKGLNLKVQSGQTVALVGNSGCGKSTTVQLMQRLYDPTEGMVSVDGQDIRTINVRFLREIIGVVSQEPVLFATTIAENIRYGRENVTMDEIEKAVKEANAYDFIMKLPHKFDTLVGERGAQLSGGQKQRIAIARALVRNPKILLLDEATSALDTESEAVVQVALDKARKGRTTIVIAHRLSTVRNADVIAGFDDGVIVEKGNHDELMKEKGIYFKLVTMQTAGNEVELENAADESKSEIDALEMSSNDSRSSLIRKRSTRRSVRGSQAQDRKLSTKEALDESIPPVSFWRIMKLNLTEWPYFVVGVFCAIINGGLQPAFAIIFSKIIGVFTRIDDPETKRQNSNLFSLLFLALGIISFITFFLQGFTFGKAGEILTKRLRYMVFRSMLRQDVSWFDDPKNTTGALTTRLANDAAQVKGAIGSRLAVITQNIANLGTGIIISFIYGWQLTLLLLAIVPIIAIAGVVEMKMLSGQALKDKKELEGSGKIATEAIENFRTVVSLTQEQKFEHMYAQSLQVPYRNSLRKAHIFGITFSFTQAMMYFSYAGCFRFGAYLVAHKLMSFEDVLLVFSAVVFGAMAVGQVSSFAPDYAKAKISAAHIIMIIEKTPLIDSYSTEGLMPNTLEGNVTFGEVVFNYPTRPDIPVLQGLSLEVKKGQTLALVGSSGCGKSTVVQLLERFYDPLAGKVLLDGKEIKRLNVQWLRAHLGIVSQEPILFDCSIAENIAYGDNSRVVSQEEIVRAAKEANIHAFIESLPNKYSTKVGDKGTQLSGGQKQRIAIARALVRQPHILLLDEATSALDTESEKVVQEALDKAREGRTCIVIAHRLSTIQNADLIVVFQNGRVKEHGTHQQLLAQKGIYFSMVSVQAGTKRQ
Pf gametocyte: kills late stage P. falciparum gametocytes; P. falciparum stage V gametocytes, ATP luminescence, 24 h; inhibition, % at 10.9 µM; 150,000 tested, 0.065% active; AID 743093;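 active means inhibition above the mean plus 3 SD of compounds within the control limits, set per campaign, cut at about 38% in these data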;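 further: 0% = DMSO wells and 100% = medium only without gametocytes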
HRas wt GTP bind: modulators of GTP binding to human HRas wildtype | GST-Ras wt beads, Bodipy-FL-GTP binding, flow cytometry; actives lie on both sides | 190,000 tested, 0.14% active | P01112 | GTP binding activity, % at 10 µM;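 active means GTP binding activity at least 20% away from the 100% baseline, either lowered as inhibitor or raised as activator; inconclusive means flagged as likely green fluorescent, judged across all proteins in the well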;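 further: 0% = unlabeled GTP competition control and 100% = no-compound control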
Rab2 wt GTP: changes GTP binding to wildtype dog Rab2A, up or down; GTP binding activity, % at 10 µM; P61105; GST-Rab2 wt beads, Bodipy-GTP binding, flow cytometry; 190,000 tested, 0.19% active;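 active means GTP binding activity at least 20 points away from 100%, either lowered or raised; inconclusive means signal likely due to the compound's own green fluorescence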;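 further: 0% = beads with excess unlabeled GTP and 100% = no-compound control corrected for plate trend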
Avidin bead fluor: compound fluoresces at 488/530 nm on avidin beads | compound fluorescence 488/530 nm, flow cytometry; stronger effect = higher value | fluorescence (KMESF) at 10 µM | 220,000 tested, 0.38% active | AID 1775; in the data active means fluorescence above about 47; further: inactives centre near 10
GSH fluor: GSH bead compound fluorescence profile | GSH beads flow cytometry, compound fluorescence 488/530 nm; stronger effect = higher value | fluorescence (KMESF) at 10 µM | 190,000 tested, 0.25% active; in the data active means fluorescence above about 89;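 further: glutathione beads carrying GST-tagged Bcl family fusion proteins plus one bare bead set; values are compound well signal with DMSO vehicle wells as background; inactives centre near 16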
Cdc42 wt GTP: human Cdc42 wildtype GTP binding change, either direction. GST-Cdc42 beads, Bodipy-GTP binding, flow cytometry; actives lie on both sides. P60953. 190,000 tested, 0.2% active. percent activity (GTP binding), % at 10 µM;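 active means percent activity GTP binding at least 20 points away from the 100% baseline, either down as inhibitor or up as activator; inconclusive means compound flagged as likely green fluorescent from well-wide comparison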;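 further: median bead fluorescence of bound Bodipy-FL-GTP at 100 nM; 0% = excess unlabeled GTP control and 100% = no compound control; below 100% means less GTP binding so inhibitor and above means activator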
Rac1 act GTP bind: human Rac1 activated mutant GTP binding change; P63000; GST-Rac1 activated beads, fluorescent GTP binding, flow cytometry; actives lie on both sides; 100% means binding = to untreated wells; percent activity (GTP binding), % at 10 µM; 190,000 tested, 0.11% active;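 active means GTP binding at least 20 percentage points away from the 100% baseline, in either direction, so actives lie on both sides; inconclusive means Compound likely fluorescent itself, or too few beads counted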
ABCG2 inh: human ABCG2 inhibition, ABCB1 as counter-screen; IgMXP3 cells, JC-1 efflux, flow cytometry; 190,000 tested, 0.1% active; Q9UNQ0; inhibition, % at 6.6 µM;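 active means inhibition above 80%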;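 further: 0% = DMSO and 100% = nicardipine control wells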
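Test system: IgMXP3 cells (ABCG2) mixed with DDAO far-red-labelled CCRF-Adr cells (ABCB1). Reagent: JC-1 transporter substrate. Compound dosing: single test compound dose, 6.6 µM final. Times: 10 min compound exposure, 25 °C. Detection: flow cytometry of retained JC-1 fluorescence. Read-out basis: efflux inhibition in percent versus controls. Controls: nicardipine and DMSO wells.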
Rac1 wt modul: human Rac1 wildtype GTP binding, inhibitors and activators. P63000. GST-Rac1 beads, fluorescent GTP binding, flow cytometry; actives lie on both sides; 0 = cold GTP competed, 100 = untreated. GTP binding activity (% of control), % at 10 µM. 190,000 tested, 0.27% active;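 active means GTP binding activity at least 20 points away from the 100% control level, either lower or higher; inconclusive means compound flagged as likely green fluorescent, judged across all proteins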
Rab7 wt modul: modulators of GTP binding to dog Rab7 wildtype GTPase. GST-Rab7 beads, fluorescent GTP binding, flow cytometry; actives lie on both sides; untreated = 100%, excess cold GTP = 0%. GTP binding activity (percent of control), % at 10 µM. 190,000 tested, 0.055% active;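 active means fluorescent GTP binding to Rab7 beads changed by at least 20 points from the 100% baseline, either direction, mostly lower; inconclusive means compound itself probably fluorescent, or too few beads counted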;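 further: median green fluorescence of bound Bodipy-FL-GTP per Rab7 bead population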
An asterisk follows results filed as active; ? = inconclusive; nt = no result given.

SMILES	ABCB1 block	Pf gametocyte	HRas wt GTP bind	Rab2 wt GTP	Avidin bead fluor	GSH fluor	Cdc42 wt GTP	Rac1 act GTP bind	ABCG2 inh	Rac1 wt modul	Rab7 wt modul
COc1ccc(CNC(=O)C2CC(C)=C(C)CC2C(=O)O)cc1 (stereo not drawn)	1.8	-7	98	96	4	45	95	97	4	100	94
CC1CCN(C(=O)c2cc(F)c(F)cc2Cl)CC1	0.5	nt	101	101	32	15	103	100	1	108	99
O=C(CCn1nc(-c2ccccc2)ccc1=O)N1CCOCC1	0.5	17	99	99	16	39	100	97	3	100	102
CC(C)C(O)C1CCN(Cc2nc(-c3cccs3)no2)CC1 (stereo not drawn)	-0.3	-10	98	95	11	11	94	96	3	99	100
O=C(c1n[nH]c2ccccc12)N1CCOCC1	0.6	16	98	99	5	12	98	94	1	97	106
O=C(c1ccc(Cl)cc1Cl)N1CCC(c2nc3c(nnn3Cc3ccco3)c(=O)[nH]2)CC1	0.2	nt	96	94	5	30	96	93	1	96	96
COc1ccc(NC(=O)Cc2coc3ccc4ccccc4c23)cc1S(=O)(=O)N1CCOCC1	-0.4	nt	101	100	17	9	101	101	-8	101	98
CC1(C)C(=O)OC(c2cccs2)C2(CCCCC2)C1=O (stereo not drawn)	1.1	nt	96	96	20	22	96	98	9	100	99
C/C(N)=C(/C#N)C(=O)CSc1nc2ccccc2c(=O)n1-c1ccc(C)c(Cl)c1	1.6	-1	96	93	11	11	93	94	5	98	99
CCOC(=O)C1C(c2cccc(Cl)c2Cl)NC(=O)NC1(O)C(F)(F)F (stereo not drawn)	0.2	7	98	99	9	18	102	97	2	99	94
Cn1nnnc1SCc1ccc(F)cc1	0.8	11	104	104	13	25	103	101	7	106	103
C#CCNC(=O)C1=C[C@@H](c2ccc(C(F)(F)F)cc2)C[C@@H](OCCCCO)O1	0.2	14	96	97	6	18	96	96	2	96	103
O=C(O)CSc1ccc2nnc(-c3cccnc3)n2n1	2.3	5	91	88	23	6	87	91	6	78*	98
Cc1ccc(S(=O)(=O)N2CCN(C)CC2)c(C)c1N(C)S(=O)(=O)c1ccc(Cl)cc1	0.1	8	104	102	13	21	103	101	0	100	99
Cc1ccc(C(=O)NCC2CCCO2)o1 (stereo not drawn)	0.3	nt	103	102	41	13	106	102	1	103	102
O=C(NN=C1CCCC1)c1cc(-c2ccccc2)n[nH]1	0.4	-8	100	97	14	5	100	99	1	106	99
CC(C)n1c(O)c(N=NC(=O)c2ccccc2NS(=O)(=O)c2cccs2)c2ccccc21	0.5	-13	?	?	7	12	?	?	-4	?	?
CCC(C)C(N)C(=O)NC(CCC(=O)OCc1ccccc1)C(N)=O (stereo not drawn)	-1.7	nt	102	100	5	28	103	98	-1	101	99
Cc1ccc(NC(=O)CCC(=O)OCC(F)(F)C(F)F)cc1	0.4	1	95	93	4	32	97	94	3	96	95
CCOc1ccc(N2C(=O)/C(=C\c3ccccc3OC)S(=O)(=O)C2c2cccc([N+](=O)[O-])c2)cc1 (stereo not drawn)	0.3	nt	104	104	15	9	100	102	0	104	98
COc1ccc(C(c2nnnn2C2CCCCC2)N2CCN(c3ccc(OC)cc3)CC2)cc1 (stereo not drawn)	1.0	-5	99	96	10	37	100	96	1	97	95
Cc1ccc(S(=O)(=O)NNC(=O)c2sccc2-n2cccc2)cc1	1.0	nt	98	99	23	15	99	97	8	102	97
CCC(C)NS(=O)(=O)c1ccc(NC(=O)Cc2ccc(OC)cc2)cc1 (stereo not drawn)	-0.1	nt	100	96	nt	14	105	99	1	101	96
C=CCn1c(SCC(=O)Nc2ccc(NC(=O)c3ccco3)c(OC)c2)nnc1-c1ccncc1	-0.1	-17	100	101	6	38	100	98	0	103	100
O=C(COc1ccc(Cl)cc1)NCc1nnc(SCC(=O)NCc2ccc3c(c2)OCO3)o1	0.2	nt	100	101	6	14	93	99	26	106	101

Reprinted at random: two entries already listed.
SMILES	ABCB1 block	Pf gametocyte	HRas wt GTP bind	Rab2 wt GTP	Avidin bead fluor	GSH fluor	Cdc42 wt GTP	Rac1 act GTP bind	ABCG2 inh	Rac1 wt modul	Rab7 wt modul
CCC(C)C(N)C(=O)NC(CCC(=O)OCc1ccccc1)C(N)=O (stereo not drawn)	-1.7	nt	102	100	5	28	103	98	-1	101	99
Cn1nnnc1SCc1ccc(F)cc1	0.8	11	104	104	13	25	103	101	7	106	103

(more compounds)
SMILES	ABCB1 block	Pf gametocyte	HRas wt GTP bind	Rab2 wt GTP	Avidin bead fluor	GSH fluor	Cdc42 wt GTP	Rac1 act GTP bind	ABCG2 inh	Rac1 wt modul	Rab7 wt modul
Cc1cccc2cc(CN(CCc3ccccc3)C(=O)N3CCOCC3)c3nnnn3c12	4.6	-5	100	100	26	18	98	99	10	99	100
CCc1nnc(NC(=O)CSc2nnc(-c3ccncc3)n2Cc2ccccc2)s1	0.9	nt	97	95	10	29	96	94	3	95	98
COc1ccc(OC)c(-c2cc(C(=O)NCCCn3ccnc3)no2)c1	4.6	18	99	98	17	20	99	99	46	104	97
O=C(CSCCO)Nc1cc(C(F)(F)F)ccc1Cl	0.9	nt	95	93	12	36	95	91	7	88	93
Cc1cc(=O)[nH]c(SCC(=O)Nc2ccc3c(c2)OCCO3)n1	-0.7	nt	89	92	24	61	92	90	-1	91	88
CCc1ccccc1Nc1nc2ccccc2n1CC	0.8	-3	97	97	11	15	97	97	31	100	95
CC(c1ccccc1)N1C(=O)NC(NC(=O)c2cccnc2)(C(F)(F)F)C1=O (stereo not drawn)	0.2	nt	103	102	nt	18	99	97	1	105	101
COC(=O)c1ccc2c(=O)n(CCCCCC(=O)NCCNC(C)=O)c(=O)[nH]c2c1	-0.1	-9	97	96	23	60	95	97	0	99	98
O=C(c1ccc([N+](=O)[O-])cc1)N1CCc2ccccc2C1	2.6	-1	100	101	12	23	98	98	8	103	95
O=Cc1cn(CC(=O)Nc2ccc3c(c2)OCO3)c2ccccc12	0.2	3	99	96	24	8	96	96	4	98	105
O=C(Cc1ccc([N+](=O)[O-])cc1)N1CCN=C1SCc1ccccc1	0.0	nt	99	100	15	17	101	100	-2	102	102
CCOC(=O)c1cc(-c2cccc([N+](=O)[O-])c2)nc2[nH]c(=O)[nH]c(=O)c12	-0.1	nt	95	98	10	21	93	94	4	97	96
CCOC(=O)N1CCN(C(=O)CNC2CCCCCCC2)CC1	1.1	6	100	96	11	12	101	101	7	102	94
O=C(O)c1ccc(CSc2nnc(-c3ccncc3)n2-c2ccc(Cl)cc2)cc1	3.5	26	98	97	9	13	94	92	3	97	107
COc1cccc(C2CC(=O)Nc3c2c(=O)n(C)c(=O)n3C)c1OC (stereo not drawn)	0.4	nt	103	102	24	14	103	103	2	105	96
O=C(CCCC(=O)N(CC(=O)NC1CCCCC1)Cc1ccccc1)Nc1ccccn1	0.1	-15	99	99	10	41	100	98	2	102	97
Cc1ccc(C(=O)Nc2nnc(-c3ccco3)o2)cc1	0.1	-1	97	96	10	12	102	97	14	101	97
CC(=O)Nc1ccc(/C(C)=N/Nc2nc(Nc3cccc4ccccc34)nc(N3CCOCC3)n2)cc1	0.0	nt	103	99	2	13	98	98	-5	103	103
Oc1ccc(-c2nc3ccc4ccccc4c3c3c2CCC3)cc1O	-1.2	3	99	99	10	10	99	96	-8	100	99
O=C(/C=C/c1ccc(S(=O)(=O)N2CCOCC2)cc1)NCc1ccc(Cl)cc1	0.9	2	98	96	3	6	96	97	5	102	101
O=C(Nc1nc(-c2ccccc2)cs1)C1c2ccccc2Oc2ccccc21	-0.4	nt	93	89	6	40	94	93	-2	94	92
CCCCOc1ccc(-c2cc(C(F)(F)F)c(C#N)c(SCC(=O)O)n2)cc1	-0.3	nt	93	93	14	18	87	86	0	91	99
Fc1ccc(C(c2ccc(F)cc2)N2CCN(C/C=C/c3ccccc3)CC2)cc1	2.3	nt	101	102	7	20	106	101	2	105	104
COC(=O)c1ccccc1NC(=O)Nc1nnc(N2CCC(C)CC2)s1	-2.5	nt	100	99	4	23	99	98	-3	104	102
COC(=O)c1cccc(NCN2C(=O)c3ccccc3C2=O)c1	0.4	-1	106	105	12	13	106	100	3	107	105

The final 6 compounds of the part before open the next one.
SMILES	ABCB1 block	Pf gametocyte	HRas wt GTP bind	Rab2 wt GTP	Avidin bead fluor	GSH fluor	Cdc42 wt GTP	Rac1 act GTP bind	ABCG2 inh	Rac1 wt modul	Rab7 wt modul
O=C(/C=C/c1ccc(S(=O)(=O)N2CCOCC2)cc1)NCc1ccc(Cl)cc1	0.9	2	98	96	3	6	96	97	5	102	101
O=C(Nc1nc(-c2ccccc2)cs1)C1c2ccccc2Oc2ccccc21	-0.4	nt	93	89	6	40	94	93	-2	94	92
CCCCOc1ccc(-c2cc(C(F)(F)F)c(C#N)c(SCC(=O)O)n2)cc1	-0.3	nt	93	93	14	18	87	86	0	91	99
Fc1ccc(C(c2ccc(F)cc2)N2CCN(C/C=C/c3ccccc3)CC2)cc1	2.3	nt	101	102	7	20	106	101	2	105	104
COC(=O)c1ccccc1NC(=O)Nc1nnc(N2CCC(C)CC2)s1	-2.5	nt	100	99	4	23	99	98	-3	104	102
COC(=O)c1cccc(NCN2C(=O)c3ccccc3C2=O)c1	0.4	-1	106	105	12	13	106	100	3	107	105
CC(=O)c1ccc(Sc2nnc(C)s2)c([N+](=O)[O-])c1	0.5	nt	92	94	9	10	91	91	11	90	96
COc1ccccc1NC(=O)C/C(N)=N/O	0.1	23	98	98	14	22	97	95	1	93	95
O=[N+]([O-])/C(C(Cl)=C(Cl)Cl)=C(/NC1CC1)Sc1ccccc1	-0.8	-6	97	98	12	13	98	95	-3	98	94
N#Cc1ccsc1NC(=O)COC(=O)c1ccc2ccccc2c1	-0.6	-57	89	88	10	6	91	92	-2	89	90
CCn1c(SCc2cccc(C)c2)nnc1-c1ccc(C)cc1	1.1	nt	99	101	23	18	101	99	5	98	99
COC(=O)Nc1ccc(S(=O)(=O)N(CCO)CCO)cc1	0.4	nt	99	97	10	34	99	97	1	99	101
O=C1/C(=C/c2ccc(Cl)cc2)NC(=S)N1Cc1cccnc1	-0.3	-21	94	95	4	10	92	94	-1	96	96
